From PubChem
Mito fusion act: mitochondrial division inhibition or fusion activation; S. cerevisiae fusion-defective mutant growth rescue, CellTiterGlo 48 h; 0.23% of 320,000 active; AID 485298; Potency, µM (series often up to 46.1 µM), inactives show top-dose growth rescue (activation), usual class: activators;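 note: potency is the fitted concentration of half-maximal effect; % of control where 0% means no effect; nearly all actives have a fitted effect of over 45% in size; temperature-sensitive fusion mutants such as fzo1-1 at 37 °C on non-fermentable ethanol glycerol medium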
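Luminescent cell viability in 1536-well qHTS format served as the measure of rescued growth in ts fusion-mutant S. cerevisiae cultured on non-fermentable YPEG for 48 hours at 37C.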
ASM inhibitor: blocks human secretory acid sphingomyelinase; placental ASM, HMU-PC fluorogenic substrate, 60 min; Potency, µM (top dose mostly 57.5 µM), for inactives: top-dose activity change, negative = inhibition, hits mostly inhibitors; 0.006% of 340,000 active; note: potency is the fitted concentration of half-maximal effect
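Human placenta-derived ASM preincubated with compound 10 min at room temperature, then reacted with 9 uM (final) fluorogenic HMU-PC substrate for 60 min at 37 C. Stop solution raises pH to 10; fluorescence read at Ex 386/Em 447 nm.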
A-T KAP1 phos: potential ataxia-telangiectasia treatments restoring KAP-1 phosphorylation. […] A-T fibroblasts, KAP-1 phosphorylation AlphaLISA; neocarzinostatin DNA damage 30 min before lysis. Potency, µM (doses to about 57.5 µM), for the others: at the top dose activation, most hits filed as activators. 0.19% of 320,000 active; note: potency is the fitted concentration of half-maximal effect; % of control where 0% means no effect; nearly all actives have a fitted effect of over 45% in size
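ATM-like activity read as KAP-1 phosphorylation via AlphaLISA donor/acceptor antibody pairs after lysis and 6 hr at 25C. Cells were ATM-null patient fibroblasts ([…], hTERT), dosed 60 min, then exposed to the DSB inducer NCS for 30 min.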
TCR act: activates T cell receptor signaling; primary human leukocytes, anti-CD3, IL-2 HTRF, 48 h; Potency, µM (top dose mostly 9.22 µM), without a hit: top-dose activation of IL-2 secretion, most hits filed as activators; 330,000 tested, under 10 active; note: % of control where 0% means no effect
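Compounds are tested in HTS on primary human leukocytes co-incubated with a-CD3 beads for 48 hr. IL-2 output is measured by time-resolved FRET.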
PTAP TSG101 blk: blocks PTAP/TSG101 interaction to inhibit HIV-1 budding. 340,000 tested, under 10 active. Fluorescence polarization, FITC-PTAP peptide / Tsg101 binding. Q99816. Potency, µM (titrated, usually from 115 µM), without a hit: at the highest dose activity change, negative = inhibition, actives largely listed as inhibitors; active = well fitted inhibition curve with a large enough effect in the main read-out, with a control signal flat, not every such curve was filed as active; inconclusive = small, poorly fitted or top-dose-only effect, or effect the other way, or a change in a side signal; inactive = no such curve, though single readings can be large or run the other way; note: potency is the fitted concentration of half-maximal effect; % of control where 0% means no effect
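Tsg101 binding domain (10 uM final) was mixed with compound and a FITC-labeled PTAP peptide (50 nM final) in HEPES pH 7.5 buffer with NaCl, Tween 20, EDTA and TCEP; fluorescence polarization was read after 20 min at r.t.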
CXXC DNA block: inhibitors of human MLL CXXC domain-DNA interaction. Q03164. MLL-CXXC / FITC-HOXA9 DNA fluorescence polarization. Potency, µM (doses to about 115 µM), for the others: at the top dose activity change, negative = inhibition, hits mostly inhibitors. 0.037% of 290,000 active; active = well fitted inhibition curve with a large enough effect in the polarisation, with a control signal flat, not every such curve was filed as active; inconclusive = small, poorly fitted or top-dose-only effect, or effect the other way, or a change in a side signal; inactive = no such curve, though single readings can be large or run the other way; the % refers to the polarisation; note: potency is the fitted concentration of half-maximal effect
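Purified MLL-CXXC (added from a 7 uM solution) was preincubated 5 min at ambient with pinned compounds in 50 mM Tris-HCl pH 7.5, 50 mM NaCl, 1 mM DTT, 0.05% BSA. Fluorescein-labeled HOX-A9 DNA (50 nM solution) followed, 30 min, then polarization read.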
TSHR antagonist: blocks TSH signaling through the human TSH receptor | activity change, negative = inhibition, % at 11.5 µM | 0.2% of 330,000 active | P16473 | TSHR-expressing cells, TSH-stimulated cAMP HTRF, 2 h; active compounds read low;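 active = activity change below a set negative limit, meaning inhibition stronger than a set level, cut at about -70% in these data; inconclusive = activity change between two set negative limits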; note: % is set by controls: 0 for no effect and ±100 for the full control effect
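Freshly harvested TSHR cells receive pin-tooled compound, then EC80 TSH at 4nM final. After 2 hours at 37 deg C, antibody in lysis buffer and cAMP-d2 are added; 30 minutes at ambient temperature precede the HTRF read.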
a7 integrin act: integrin-mediated muscular dystrophy alleviation activation; alpha7betagal myoblasts, beta-gal FDG fluorescence, 48 h; Potency, µM (titrated, usually from 38.3 µM), for the others: at the top dose activation, hits mostly activators; 0.064% of 350,000 active; AID 624291;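 note: potency is the fitted concentration of half-maximal effect; 100% = response of the positive control SU9516; nearly all actives have a fitted effect of over 60% in size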
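Alpha7betagal+/- myoblasts (passage 13) were plated 16-24 hr, then exposed to compounds (1:260 dilution of DMSO stock) for 48 hours at 37C. After MPER lysis, β-galactosidase reporter activity was read as FDG fluorescence (ex 480/em 540) after 30 minutes.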
MBNL1-CUG inh: blocks human MBNL1 binding to CUG repeat RNA; AID 2675; 0.036% of 280,000 active; Q9NR56; Potency, µM (doses to about 57.5 µM), without a hit: top-dose activity change, negative = inhibition, usual class: inhibitors; TR-FRET MBNL1-His/biotin-(CUG)12 binding, 665/545 ratio; active = well fitted inhibition curve with a large enough effect in the signal ratio, with a control signal flat, not every such curve was filed as active; inconclusive = small, poorly fitted or top-dose-only effect, or effect the other way, or a change in a side signal; inactive = no such curve, though single readings can be large or run the other way; the % refers to the signal ratio; note: potency is the fitted concentration of half-maximal effect; % is set by controls: 0 for no effect and ±100 for the full control effect
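Compounds (final 92 nM to 58 uM) are added to His-tagged MBNL1 and biotin-(CUG)12, then terbium anti-His antibody and streptavidin-XL665 (5 nM final). After 60 min at room temperature, the 665/545 nm ratio is read.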
Menin-MLL TR inh: displaces Texas Red mutant MLL peptide from human menin; O00255; Menin + Texas Red MLL mutant peptide, fluorescence polarization; Potency, µM (top dose mostly 61.6 µM), without a hit: at the highest dose FP activity change, negative = inhibition, most hits filed as inhibitors; 0.23% of 270,000 active; AID 1768; active = well fitted inhibition curve with a large enough effect in the polarisation, with a control signal flat, not every such curve was filed as active; inconclusive = small, poorly fitted or top-dose-only effect, or effect the other way, or a change in a side signal; inactive = no such curve, though single readings can be large or run the other way; the % refers to the polarisation; note: potency is the fitted concentration of half-maximal effect; % of control where 0% means no effect; many of its hits are not listed in these tables
* = called active by the depositor; ? = inconclusive; / = no result given; [ ] = dose if it differs, or a comment. Unless noted, calls come from the whole dose curve; as a rule, active = well fitted curve in the direction sought with a large enough effect; inconclusive = small, poorly fitted or top-dose-only effect, or another doubt; inactive = no such curve, though single readings can be large; an effect the other way counts as inactive or inconclusive. Some of the compounds tested; the hit share may differ from the screen's.

SMILES	Mito fusion act	ASM inhibitor	A-T KAP1 phos	TCR act	PTAP TSG101 blk	CXXC DNA block	TSHR antagonist	a7 integrin act	MBNL1-CUG inh	Menin-MLL TR inh
O=C(Nc1ccc(Cl)cc1)C1CCN(C(=O)NC2CCCCC2)CC1	-1%	0%	2%	/	2%	17%	0	0%	0%	-3%
CCOC(=O)CCc1c(C)c2ccc(OC3CCCCC3=O)c(C)c2oc1=O (stereo not drawn)	-4%	-1%	7%	-3%	-7%	6%	-5	0%	-8%	-19%
C/C(Cn1cnc([N+](=O)[O-])n1)=N\NC(=O)c1ccc(Br)cc1	1%	-3%	-2%	-1%[46.1 µM]	1%	-6%	2	2%	?	-19%
CC(C)c1ccc(N2C(=O)CC(NNC(=O)c3ccccc3Cl)C2=O)cc1 (stereo not drawn)	0%	0%	3%	-2%	1%	2%	-4	-14%	4%	/
O=C(CSc1nc(O)c(Cc2ccccc2)c(=O)[nH]1)c1ccccc1	5%	-3%	-9%	3%	-2%	41%[activator]	5	8%	-15%	/
Cc1cc(C)n(S(=O)(=O)c2cc(Cl)ccc2Cl)n1	-4%	2%	5%	-3%	-6%	-7%	5	-4%	-9%	4%
CS(=O)(=O)c1ccc(Cl)c(NC(=O)c2cccc(Br)c2)c1	3%	0%	12%	-12%[46.1 µM]	1%	0%	5	23%	/	-1%
CCc1ccc(OCC(=O)N(C)C)c(Br)c1	0%	2%	0%	7%	-4%	6%	-7	-14%	-2%	7%
CCN(CC)C(=O)CSc1ncnc2c1nnn2-c1ccc(F)cc1	0%	0%	-2%	4%	0%	-1%	-2	2%	14%	11%
CC/C(=N/Nc1ccc(Cl)cc1)c1cnnc(SC)n1	-1%	-5%	10%	-5%[46.1 µM]	-9%	11%	3	6%	-21%	-11%
CC(C)C(=O)Nc1nnc(-c2ccccc2)o1	-3%	3%	10%	3%	0%	-5%	5	29%	-4%	3%[11.7 µM]
CC(C)(C)SCCNC(=O)CN1C(=O)c2ccccc2S1(=O)=O	-8%	1%	7%	-6%[46.1 µM]	-3%	-4%	-3	17%	-10%	6%
CCN(CC)S(=O)(=O)c1ccc(NC(=S)Nc2ccccc2)cc1	-7%	0%	-4%	-9%	-1%	12%	-1	-14%	-3%	8%
CCOc1ccc(C(=O)NC(=S)Nc2ccc(N3CCC(C)CC3)cc2)cc1[N+](=O)[O-]	2%	-16%	-2%	3%	-6%	4%	12	-15%	7%	-1%
Cn1c2ccccc2n2c(=O)cc(-c3ccccc3)c(C#N)c12	6%	226%[activator]	4%	0%	-1%	0%	-2	34%	13%	/
Cc1[nH]c(=O)[nH]c(=O)c1/C=N\NC(=O)CCc1ccc(OC(C)C)cc1	-7%	/	8%	/	/	6%	10	/	0%	-7%
C[C@@H](C(=O)Nc1ccc2ccccc2c1)[C@@H]1C[C@@]1(C)[C@@H](N)c1ccccc1	/	1%	/	8%	-3%	/	/	4%	/	0%
Cc1ccccc1NS(=O)(=O)c1c(C(=O)N2CCCCCC2)c(C)n(C)c1C	5%	0%	-3%	6%	-5%	0%	-14	-4%	6%	-7%
COc1ccc(-c2csc(-c3ccc(C(=O)O)cc3)n2)cc1	18%	43%[activator]	-5%	14%	-3%	16%	-7	-17%	/	13%
O=C(CNc1cccc(F)c1)N1CCc2ccccc2C1	6%	-1%	12%	2%	-10%	14%	1	11%	-2%	8%
O=C1CC(c2ccccc2)C(c2ccccc2)=NN1 (stereo not drawn)	/	0%	/	-3%	-9%	/	/	-13%	/	/
CC(C)(C)C(=O)Nc1ccc(NC(=O)c2ccco2)nc1	-1%	2%	-8%	2%	1%	-8%	2	6%	0%	-7%
COc1ccc(-c2n[nH]c(C)c2-c2cnn(-c3ccccc3)c2)c(O)c1C	27%	-14%	25%	-6%	-6%	-19%	1	-37%	-10%	?
CC(=O)Nc1ccc(C(=O)NCCc2ccccc2)cc1	-1%	10%	7%	0%[46.1 µM]	-2%	5%	27	3%	-2%	11%
CC(=O)N1CCN(CC(=O)Nc2ccccc2Sc2ccccc2)CC1	2%	4%	8%	-1%[46.1 µM]	-3%	5%	11	-23%	2%	8%
CCCC(=O)Nc1ccc(Cl)c(NC(=S)NC(=O)c2ccco2)c1	10%	2%	-1%	-6%[46.1 µM]	0%	-30%	-12	-7%	-3%	-5%
O=C(O/N=C(\c1ccccc1)c1ccccn1)c1cccc2ccccc12	21%	1%	6%	2%[46.1 µM]	-2%	6%	1	3%	/	3%
Cc1nn(-c2ccccc2)c2sc(-c3nnc(SCC(=O)O)o3)cc12	2%	24%	/	-4%	-4%	9%	-13	-10%	37%[activator]	7%
C/C(=C/C#N)Nc1ccc(C)cc1	3%	9%	0%	3%	-2%	9%	-7	?	0%	-1%
Cc1nn(Cc2ccc(F)cc2)c(C)c1NC(=O)c1cccnc1Cl	6%	-2%	4%	-1%[46.1 µM]	-12%	9%	-2	16%	-5%	6%
COC(=O)c1ccccc1NC(=O)CN1CCC(C(=O)c2ccc3c(c2)OCCO3)CC1	12%	-2%	7%	-4%	0%	12%	-20	-39%	2%	2%
CC(C)(C)CC(C)(C)NC(=O)/C=C/C(=O)O	-4%	0%	9%	-4%	-2%	-6%	-6	42%	/	/
CCc1nnc(NC(=O)COc2ccc3ccccc3c2)s1	-13%	-4%	-7%	-2%	-1%	0%	10	22%	2%	-16%
CCCOc1ccc(/C=C/C(=O)Nc2ccc([N+](=O)[O-])cc2C)cc1OC	3%	-3%	-1%	2%	0%	0%	2	-23%	1%	52%[activator]
COc1ccc(-c2csc(N3CCN(S(=O)(=O)c4ccc5c(c4)NC(=O)CO5)CC3)n2)cc1	-30%[inhibitor]	-18%	-4%	6%	-7%	6%	-8	-1%	9%	/
COc1ccc(C/C(N)=N/OC(=O)C(c2ccccc2)c2ccccc2)cc1OC	4%	-1%	9%	3%	-1%	-17%	-2	-21%	-1%	-4%
Oc1ccc2ccccc2c1/C=N/Nc1ccccc1	25%	-1%	8%	2%[46.1 µM]	0%	19%	2	10%	7%	?
Cc1ccc(C(C)C)cc1OCCCCN1CCCC1	-1%	2%	-3%	0%[46.1 µM]	0%	-8%	17	-52%[inhibitor]	/	-4%
COc1ccc2c(c1)C1CC(C)(NC(=O)C1S(=O)(=O)c1ccc(F)cc1)O2 (stereo not drawn)	-1%	-3%	-5%	5%[46.1 µM]	2%	-4%	2	8%	-8%	-12%
Cc1cccc(OCC(=O)O/N=C(\N)Cc2ccc(Cl)cc2)c1	3%	-1%	/	0%	-2%	-3%	/	-7%	0%	-2%
Nc1nnc(SCc2ccccc2Cl)s1	-4%	0%	/	5%	-6%	-4%	/	-10%	0%	-9%
COc1ccc(-c2c3c(=O)n(C)c(=O)n(C)c3cn2NC(C)=O)cc1	-3%	1%	4%	-2%	1%	5%	-10	1%	-5%	-4%
CN(C)/C=N/c1nc2nccc(-c3cccnc3)n2n1	10%	216%[activator]	0%	-3%	0%	5%	3	-2%	34%[activator]	12%
COC(=O)[C@]1(CC(C)C)N[C@H](c2ccc(-c3ccc(F)cc3)cc2)[C@@H]2C(=O)N(C)C(=O)[C@@H]21	?	-10%	4%	-3%	-5%	/	-37	2%	/	/
Cc1nc(C(=O)Nc2ccccc2)sc1C1(C)CC(c2cccnc2)=NO1 (stereo not drawn)	-2%	-5%	-26%	-3%	2%	14%	-19	0%	-6%	/
CC1CN(S(=O)(=O)c2cccc(C(=O)NCC3COc4ccccc4O3)c2)CC(C)O1 (stereo not drawn)	-2%	-1%	2%	-1%	-3%	/	-20	-20%	/	/
CCOc1ccc(S(=O)(=O)Nc2ccccc2C(=O)N2CCCC2)cc1	2%	1%	1%	3%	-3%	6%	0	-8%	-7%	9%
CCOC(=O)N1CCN(C(=O)c2cccn3c(=O)c4cc(Br)ccc4nc23)CC1	-5%	445%[activator]	5%	/	1%	-8%	3	34%	6%	-12%
O=C(/C=C/c1ccco1)Nc1sc2c(c1C(=O)O)CCC2	2%	1%	-9%	-27%	-8%	-11%	-5	2%	37%	?
Clc1ccccc1-c1nc2ccccc2[nH]1	-2%	0%	/	-9%	-1%	-2%	10	1%	/	/
Cc1ccc(C(=O)Nc2cccc(S(=O)(=O)N(C)c3ccccc3)c2)o1	26%	-1%	-1%	-2%	-1%	/	-2	-2%	/	/
C[C@@H](NC(=O)c1nc[nH]c1C(=O)N1CCN(C(=O)OC(C)(C)C)CC1)c1ccccc1	-6%	8%	5%	4%	/	/	7	8%	/	/
